High-throughput results (PubChem)
D3 antag: blocks the human D3 dopamine receptor. max response, negative = inhibition, %. P35462. actives 2.5% (n = 360,000). D3R cells, DiscoveRx beta-arrestin luminescence, antagonist mode; hits give low values; in the data active means max response below about -50%; inconclusive means no clear call, values can overlap the other calls; further: on the % scale 0 is the no-effect control and ±100 the full control effect; mostly tested at two doses, the higher about 12 µM
Target sequence (P35462 whole entry, looked up): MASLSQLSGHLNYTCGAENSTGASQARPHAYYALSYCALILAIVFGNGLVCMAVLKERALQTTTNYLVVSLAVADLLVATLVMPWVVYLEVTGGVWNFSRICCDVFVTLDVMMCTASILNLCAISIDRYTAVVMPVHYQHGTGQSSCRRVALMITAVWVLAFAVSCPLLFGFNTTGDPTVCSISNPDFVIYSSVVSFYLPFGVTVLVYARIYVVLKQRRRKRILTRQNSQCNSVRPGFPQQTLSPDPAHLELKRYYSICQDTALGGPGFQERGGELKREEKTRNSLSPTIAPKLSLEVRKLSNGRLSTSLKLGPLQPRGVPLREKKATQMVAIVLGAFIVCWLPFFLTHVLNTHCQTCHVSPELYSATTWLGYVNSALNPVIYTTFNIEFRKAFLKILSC
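Cells expressing the human receptor were seeded at 1500 cells/well, incubated overnight at 37 degrees C in 5% CO2, then exposed to library compounds with dopamine controls for 90 minutes at 37 degrees C before luminescent detection.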
HT1080NT lethal: kills 2HG-producing HT-1080-NT fibrosarcoma cells; HT-1080-NT fibrosarcoma viability, CellTiter-Glo ATP luminescence, 48 h; Potency, µM (titrated, usually from 46.1 µM), without a hit: at the highest dose activity, negative = less viability, actives largely listed as cytotoxic; actives 1.6% (n = 360,000); AID 686970;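 further: NT is the 2HG producing partner of a matched IDH1 knockdown line; potency means the concentration at half of the fitted maximal effect; 0% = DMSO-treated cells and -100% = media-only wells without cells; nearly all actives have a fitted effect of over 55% in size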
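Luminescent CellTiter-Glo readout after 48 hours of compound exposure at 37 degrees C defined viability of HT-1080-NT cells. Activity was normalized to DMSO wells and cell-free media wells; concentration-response curves were fitted and assigned curve classes.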
IL1B secr inh: inflammasome signaling inhibition, IL-1 beta readout; activity change, % at 57.5 µM; THP-1 LPS/ATP IL-1B secretion, AlphaLISA, 16 h; hits give low values; actives 4.7% (n = 360,000); AID 743279; in the data active means activity change below about -50%; inconclusive means mostly about -30% to -49%; further: on the % scale 0 is the no-effect control and ±100 the full control effect
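Secreted IL-1B measured by AlphaLISA bead assay after 16 h compound exposure of THP-1 cells; compounds (final up to 57.5 uM) added 1 h before LPS (250 ng/mL) and ATP (1.25 mM) stimulation; lower signal means less secretion.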
GLP-1R agonist: GLP-1 receptor (human) agonism | P43220 | HEK293 GLP-1R CRE-luciferase, luminescence, 4-6 h; cells express a hypersensitive GLP-1R form | Potency, µM (top dose mostly 45.6 µM), inactives show at the top dose activation, hits mostly activators | actives 0.007% (n = 380,000) | AID 624172; further: potency means the concentration at half of the fitted maximal effect; % of control where 0% means no effect
Target sequence (P43220 whole entry, looked up): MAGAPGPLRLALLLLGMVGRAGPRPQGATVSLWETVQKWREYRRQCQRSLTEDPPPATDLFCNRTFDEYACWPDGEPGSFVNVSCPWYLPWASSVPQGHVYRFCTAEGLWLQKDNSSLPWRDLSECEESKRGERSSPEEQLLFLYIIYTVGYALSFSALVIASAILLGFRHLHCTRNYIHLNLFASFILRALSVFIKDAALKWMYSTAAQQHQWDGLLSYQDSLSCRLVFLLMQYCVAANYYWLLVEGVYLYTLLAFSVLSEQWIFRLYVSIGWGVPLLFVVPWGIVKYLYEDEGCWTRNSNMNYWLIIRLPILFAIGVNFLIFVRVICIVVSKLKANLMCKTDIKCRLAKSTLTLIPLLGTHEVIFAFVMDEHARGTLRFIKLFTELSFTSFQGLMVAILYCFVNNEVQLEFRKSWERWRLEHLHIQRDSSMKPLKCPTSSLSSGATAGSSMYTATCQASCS
DRD3 agonist: activates the human D3 dopamine receptor; P35462; D3R DiscoveRx beta-arrestin cells, luminescence, 90 min; max activation, %; actives 0.58% (n = 410,000); AID 652048; in the data active means max activation above about 30%; further: 0% is about no effect; mostly tested at two doses, the higher about 12 µM
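Cells at 1500/well, incubated overnight, then treated with pinned compounds (dopamine as control) for 90 min at 37 degrees C. DiscoveRx reagent added for 30 - 60 minutes at room temperature; luminescence read.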
HT1080 IDH1KD tx: HT-1080 IDH1 knockdown cell toxicity (counter line); HT-1080 IDH1 knockdown viability, ATP luminescence, 48 h; Potency, µM (doses to about 46.1 µM), for inactives: at the highest dose activity, negative = toxicity, hits mostly cytotoxic; actives 2% (n = 360,000);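 further: potency means the concentration at half of the fitted maximal effect; 0% = DMSO wells and -100% = cell-free medium wells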
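HT-1080-IDH1KD cells (IDH1 knocked down), 750/well in RPMI with 5% FBS, treated with compound 48 h at 37 degrees C. Viability by CellTiter-Glo luminescence, normalised to DMSO and no-cell wells; concentration-response curves classed.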
SW480 rereplic: induces DNA re-replication in SW480 colon adenocarcinoma cells | Potency, µM (titrated, usually from 46.1 µM), without a hit: at the highest dose re-replication activation, most hits filed as activators | actives 1.8% (n = 340,000) | AID 624297 | SW480 DNA re-replication, Hoechst DNA content imaging, 48 h; further: potency means the concentration at half of the fitted maximal effect; % of control where 0% means no effect; nearly all actives have a fitted effect of over 55% in size
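DNA re-replication was detected as more nuclei of elevated Hoechst intensity after 48 hr exposure to compound (23 nL pinned per well of 250 cells).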
KB-3-1 tox: KB-3-1 parental cell cytotoxicity. KB-3-1 viability, CellTiter-Glo ATP luminescence, 72 h. Potency, µM (highest dose often 46.1 µM), for the others: at the top dose activity change, negative = cytotoxic, most hits filed as cytotoxic. actives 1.4% (n = 400,000). AID 1347075; further: potency means the concentration at half of the fitted maximal effect; on the % scale 0 is the no-effect control and ±100 the full control effect; nearly all actives have a fitted effect of over 60% in size
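Multi-concentration cytotoxicity screen in KB-3-1 cells grown in DMEM lacking phenol red with 10% FBS. After 72 h at 37 °C with compound, ATP-dependent luminescence was recorded.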
KB-V1 cytotox: KB-V1 MDR subline cytotoxicity | KB-V1 MDR cells viability, CellTiter-Glo, 72 h | Potency, µM (series often up to 46.1 µM), inactives show top-dose activity change, negative = cytotoxicity, hits mostly cytotoxic | actives 3.4% (n = 400,000) | AID 1347076; further: potency means the concentration at half of the fitted maximal effect; on the % scale 0 is the no-effect control and ±100 the full control effect; nearly all actives have a fitted effect of over 60% in size
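Drug-selected KB-V1 cells, grown in DMEM lacking phenol red with 10% FBS, receive compound titrations; after three days at 37 degrees C, surviving cell ATP is quantified by CellTiter-Glo luminescence and responses normalized and curve-fitted.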
The depositor's hits bear a star; u = inconclusive; x = no result given; & = joins results of further samples; [ ] = dose if it differs, or a comment. Unless noted, the call rests on the fitted dose curve; in most records, active means well fitted curve in the direction sought with a large enough effect; inconclusive means small, poorly fitted or top-dose-only effect, or another doubt; inactive means no such curve, though single readings can be large; an effect the other way counts as inactive or inconclusive.

| Structure | D3 antag | HT1080NT lethal | IL1B secr inh | GLP-1R agonist | DRD3 agonist | HT1080 IDH1KD tx | SW480 rereplic | KB-3-1 tox | KB-V1 cytotox |
| --- | --- | --- | --- | --- | --- | --- | --- | --- | --- |
| O=C(NC1CCCCC1)c1cc(S(=O)(=O)N2CCOCC2)ccc1Cl | -20 | 2% | -13 | 2% | -4 | -8% | -7% | -18% | -8% |
| COc1cccc(N2CCN(C(=O)CC(C)(C)CC3=NS(=O)(=O)c4ccccc4N3)CC2)c1 | 33 | -14% | 1 | -1% | -1 | -12% | -4% | -13% | -28% |
| Cc1cc(C)c(NC(=O)CNC(=O)COC(=O)C2=COCCO2)c(C)c1 | 0 | 10% | 16 | 5% | -5 | 9% | 5% | 17% | 5% |
| Cc1ccc(S(=O)(=O)N2CCN(CC(=O)N/N=C\c3ccc(O)c(O)c3)CC2)cc1 | -13 | 4% | 14 | 7% | 15 | 3% | -2% | 15% | 4% |
| COc1ccc2[nH]c(=O)c(CN(c3ccc(C)c(C)c3)S(C)(=O)=O)cc2c1 | -3 | -11% | -9 | 12% | -1 | -1% | -23% | -1% | -25% |
| CC(=O)c1cccc(N(CC(=O)Nc2ccc(F)cc2)S(C)(=O)=O)c1 | -6 | 8% | -22 | 3% | -4 | 14% | 3% | 10% | 24% |
| COc1cccc(CNS(=O)(=O)c2ccc3c(c2)CC(C)N3C(=O)C2CCC2)c1 (centres undefined) | 5 | -10% | u | 18% | 25&1 | -17% | -9% | u | 8%&-15% |
| Cc1cc(NC(=O)CSCC(=O)OCc2nnc(-c3ccccc3)o2)no1 | 4 | 0% | 70 | -3% | 2 | 6% | -1% | 12% | 14% |
| CCOc1cc(N2CCOCC2)c(OCC)cc1NC(=O)Cc1cn2ccsc2n1 | -25 | -4% | -8 | 7% | -8 | -3% | 12% | -1% | u |
| O=C(Nc1cccc(O)c1)c1ccc(C(=O)c2ccccc2)o1 | 3 | -18% | -53* | 21% | -1 | -20% | -9% | 1% | 5% |
| O=C(NCCNC(=O)c1cnccn1)c1ccc(Cl)c(Cl)c1 | -9 | -1% | 34 | 8% | -4 | -1% | -6% | -1% | 7% |
| CCCCn1c(SCC(=O)N2CCCCC2)nc2cc(S(N)(=O)=O)ccc21 | 4 | -3% | -4 | 10% | 1 | 1% | -9% | -11% | 6% |
| Cc1ccc(-c2cc(N)on2)cc1 | 12 | 8% | 0 | -6% | 5 | 1% | x | 0% | 2% |
| CCOC(=O)C1(C)NC(c2ccco2)C2C(=O)N(c3ccccc3)C(=O)C21 (centres undefined) | -7 | 9% | -2 | 0% | -4 | 14% | -2% | 7% | 24% |
| Cc1ccccc1N(CC(=O)N1CCOCC1)S(C)(=O)=O | -13 | 3% | 3 | 7% | -8 | 17% | 0% | -13% | 7% |
| COc1ccc(N2CCN(Cc3nc4c(c(=O)n(C)c(=O)n4C)n3CCc3ccccc3)CC2)cc1 | 0 | 13% | -17 | 7% | -4 | -1% | -1% | 15% | 16% |
| CCOC(=O)C(O)(CCC(O)(C(=O)OCC)C(=O)OCC)C(=O)OCC | 6 | 20% | -1 | 14% | 3 | 21% | -12% | -2% | 1% |
| Cc1noc(C)c1COC(=O)c1ccc(N(C)C)cc1 | 5 | 16% | -11 | 2% | -1 | 3% | -10% | u | 4.1µM* |
| COc1cccc(N2C(=O)CC(NNC(=O)c3cccs3)C2=O)c1 (centres undefined) | -17 | 16% | 11 | 0% | -26 | 17% | -5% | -3% | 29% |
| CCN(CC)S(=O)(=O)c1ccc(Cl)c(NC(=O)COc2ccc(OC)cc2)c1 | 9 | 7% | 5 | 4% | 15 | 2% | 1% | -3% | -8% |
| Cc1ccc(/C(O)=C2\C(=O)C(=O)N(CC(C)O)C2c2ccc(N(C)C)cc2)cc1 (centres undefined) | 1 | 5% | 16 | -11% | -5 | 2% | 3% | 2% | 3% |
| CCOC(=O)c1sc(NC(=O)CCSC)nc1C | 18 | -10% | -10 | -5% | 22 | -4% | u | 0% | u |
| Cc1ccc2c(c1)N(CC(=O)N1CCCCCC1)C(=O)c1cccnc1O2 | 12 | 0% | -4 | -3% | 0 | 4% | 3% | 16% | 10% |
| COc1ccc(CNc2c(C(=O)O)cnc3c2cnn3C)cc1 | 0 | -20% | 11 | 7% | 8 | -3% | 3% | -7% | -11% |
| COc1ccc(NC(=O)CN(C)C(=O)C2CC(=O)N(c3ccc4c(c3)OCCO4)C2)cc1 (centres undefined) | -30 | 0% | 22 | -8% | -18 | -1% | -4% | -5% | 12% |
| CC(=O)Nc1ccc(C(=O)OCC(=O)Nc2ccccc2Sc2ccccc2)cc1 | 21 | -6% | 46 | 20% | 0 | -1% | -2% | 6% | 9% |
| O=C(Nc1nnc(S(=O)(=O)N2CCCCC2)s1)c1ccc(Cl)cc1 | 19 | 1% | 7 | -2% | 1&4 | 7% | -10% | 0%&-2% | -6%&7% |
| CCc1nn(CC(=O)NCCCN2CCOCC2)c(=O)c2cc3sccc3n12 | u | 9% | -2 | -7% | -6 | 4% | -9% | 1% | 19% |
| Cc1nc2c(ccc3nc(NC(=O)C(c4ccccc4)c4ccccc4)sc32)s1 | u | 2% | 1 | -1% | -5 | -5% | 9% | -10% | 0% |
| Cc1oc2ccc(NS(=O)(=O)c3cccc4cccnc34)cc2c1C(=O)OC(C)C | 13 | -16% | 35 | 27% | 0 | -12% | 10% | -1% | u |
| Cc1cc(O)ccc1-c1cnc2ccccc2n1 | 8 | 8% | -2 | 7% | -3 | -4% | -14% | -2% | 15µM* |
| CCC1Nc2ccccc2-c2nnc(SC)nc2O1 (centres undefined) | u | 0% | 28 | 1% | -5 | -1% | -9% | 0% | 24% |
| CC1=C(C#N)C(c2cccnc2)C2=C(CC(C)(C)CC2=O)N1 (centres undefined) | 24 | 13% | 6 | -8% | 3 | 16% | 2%[9.22 µM] | 5% | 3% |
| Cc1noc2ncnc(Oc3ccc(Cl)cc3Cl)c12 | 12 | -1% | x | 2% | 6 | -5% | -3% | -10% | -1% |
| COc1ccc2nc(NC(=O)CSc3nnc(N)s3)sc2c1 | -18 | 4% | 9 | -8% | 3 | 0% | -9% | 15% | 7% |
| CCOc1ccccc1C(=O)Nc1nnc(CC)s1 | 3 | 9% | 14 | 7% | 2 | -2% | 1% | -10% | -16% |
| COc1cccc2c1C(=O)CC1C2CCC2CC(=O)CCC21C (centres undefined) | 1 | 0% | 5 | 17% | -2 | 7% | -16% | 16% | 16% |
| COc1ccc(C(=O)Nc2ccc(NC(=O)CSc3nnc(-c4ccncc4)n3C)cc2)cc1 | 3 | 25% | -10 | 6% | 4 | 3% | -1% | -1% | 1% |
| Fc1ccc(-n2nnc(-c3cccnc3)n2)cc1 | 13 | 3% | 33 | 6% | 20 | 6% | -1% | -1% | 1% |
| Cc1ccc(CN2C3CCCC2CC(NC(=O)c2ccc(C)cc2)C3)cc1 (centres undefined) | -109* | 3% | -12 | 5% | -10 | -6% | -1% | -6% | -17% |
| Cc1ccccc1Nc1nc(N)nc(CSc2nc3ccccc3c(=O)n2C)n1 | 19 | -17% | -53* | 17% | 14 | -29% | 9% | -4% | 16µM* |
| OC1CCN(C(=S)Nc2ccc(Nc3ccccc3)cc2)CC1 | -5 | -26% | -1 | 1% | 3 | -16% | -5% | -8% | -8% |
| Cn1c(CCNC(=O)c2cccs2)nnc1SCC(=O)N1CCN(c2ccccc2)CC1 | -14 | 12% | -3 | 2% | -1 | 8% | 0% | 7% | -3% |
| COc1ccccc1CNC(=O)COC(=O)c1cc(C)oc1C | 6 | -4% | -10 | -3% | 2 | -1% | 32% | -12% | u |
| O=[N+]([O-])c1ccccc1/C=N/n1c(-c2ccccc2)n[nH]c1=S | -8 | 20% | -2 | 10% | -8 | 12% | 4% | -3% | 6% |
| O=C(NCCCN1CCOCC1)c1onc(CSc2ccccc2)c1C(=O)NCCCN1CCOCC1 | 5 | -3% | -4 | 0% | 3 | 2% | 5% | 0% | 0% |
| C/C(=N\NC(=S)NC1CCCCC1)c1ccccc1 | 6 | 8% | 19 | 6% | -4 | 2% | 18% | 16µM* | -1% |
| O=S(=O)(NC1=NCCCCC1)c1ccc2ccccc2c1 | -17 | 2% | 0 | 13% | 5 | -1% | -48%[inhibitor] | -14% | u |
| Cc1ccc(S(=O)(=O)CC(=O)Nc2c(C)n(C)n(-c3ccccc3)c2=O)cc1 | 13 | 9% | -17 | -3% | 0 | 18% | -5% | u | 2% |
| CCOC(=O)/C(C#N)=C1\CCCN1CC(N)=S | -1 | 14% | 15 | 7% | 0 | 5% | 2% | -6% | 3% |
| CCOC(=O)c1sc2nc(C)[nH]c(=S)c2c1C | -8 | -7% | 26 | 14% | 7 | -6% | -3% | u | u |
| COc1cc(C)ccc1S(=O)(=O)NC(=O)C1(C)CCN1C(=O)c1ccc(C2CCCCC2)cc1 (centres undefined) | 0 | -1% | 50 | 0% | -9 | 1% | x | 0% | 3% |
| CCn1c(Cc2c(C)[nH]c3ccccc23)nnc1SCC(=O)NCc1ccccc1 | -8 | 6% | 8 | -9% | -1 | 3% | 0% | 3% | -2% |
| O=C(Cn1cc([N+](=O)[O-])cn1)NCc1cc2ccccc2[nH]1 | -16 | -8% | 2 | -3% | -3 | 2% | 2% | 14% | 13% |
| CC/C(=N\NC(=O)CSCc1ccccc1Br)c1ccc2c(c1)OCCO2 | 38 | 12% | 12 | 0% | 20 | 10% | -7% | 13% | 5% |
| CC1CCCC(NC(=O)CN2C(=O)NC(Cc3c[nH]c4ccccc34)C2=O)C1C (centres undefined) | 0 | -5% | -5 | -21% | 2 | 5% | 2% | 4% | -17% |
